From PubChem
Arrestin-AP2 inh: inhibitors of beta-arrestin/AP2 binding, primary screen, biochemical, GPCR trafficking, flow cytometry. beta-arrestin 1 C-terminal peptide binding to AP2 beta2-adaptin appendage (human). FITC-arrestin peptide / GST-AP2 beads; AP2 beta2 appendage carries R879A mutation. inhibition, % at 10 µM. 340,000 compounds, 0.31% hits. AID 504490, 2011;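 active = inhibition above a set limit, near 3 SD of compounds lacking own fluorescence, cut at about 54% in these data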;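 also: plate controls were DMSO wells for no effect and 5 µM unlabelled arrestin peptide for full effect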
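System: GST-tagged AP2 beta2-adaptin appendage (R879A) on 4 µm glutathione beads / Reagent: FITC-arrestin peptide, 50 nM / Detection: HyperCyt-sampled flow cytometry, FL1 channel, ex 488/em 535 nm / Timing: 12 min plus 1 h, RT / Buffer or medium: PBS plus Tween 20 (0.05%) and BSA (0.1%)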
RTF Ca sens act: cardiac RTF calcium sensitivity activators, primary screen, biochemical, IANBD-TnC fluorescence, EC20 calcium; activation, % at 7.2 µM; Troponin I, cardiac muscle (Homo sapiens) + Troponin T, cardiac muscle (Homo sapiens) + …; 340,000 compounds, 0.24% hits; IANBD-labeled TnC RTF fluorescence at EC20 calcium; 0% EC20 calcium, 100% full calcium; AID 493008, 2010;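 active = activation above the mean over all tested compounds plus 3 SD, cut at about 30% in these data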;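 also: rise in fluorescence read as greater calcium sensitivity of cardiac thin filaments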
MOR-DOR ag: agonists of OPRM1-OPRD1 heterodimerization, primary screen, cell-based, luminescence; 340,000 compounds, 0.3% hits; Mu-type opioid receptor (Homo sapiens) + Delta-type opioid receptor (Homo sapiens), …; cells; AID 504326, 2011; activation, % at 9.3 µM; in the data active = activation above about 18%;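 also: 0% = vehicle-treated cells and 100% = reference agonist; values of inactives mirror those of a sister screen read the other way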
Cardiac RTF inh: cardiac RTF calcium sensitivity inhibitors, primary screen, biochemical, IANBD-TnC fluorescence, EC70 calcium; inhibition, % at 7.15 µM; IANBD-labeled cardiac RTF, Ca2+ fluorescence; 340,000 compounds, 0.12% hits; AID 493244, 2011;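 active = inhibition above the mean inhibition of all tested compounds plus 3 SD, cut at about 17% in these data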;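 also: assay run at fixed EC70 calcium of 1.6 mM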
Keap1-Nrf2 PPI: Keap1-Nrf2 protein-protein interaction inhibitors, primary screen, biochemical, fluorescence polarization, single point. inhibition, % at 9.4 µM. 340,000 compounds, 0.15% hits. Keap1 Kelch-Nrf2 peptide fluorescence polarization, 1536-well; in the data active = inhibition above about 12%;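 also: human Keap1 Kelch domain with fluorescein labeled Nrf2 9mer peptide probe; 0% = neutral control wells and 100% = peptide positive control; higher means more block of Keap1 binding to Nrf2 peptide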
V-ATPase pHluor: regulators of yeast V-ATPase proton pumping, primary screen, pHLuorin cytosolic pH fluorescence; S. cerevisiae; 350,000 compounds, 0.37% hits; response, % at 10 µM; in the data active = response mostly above about 7.3%, no sharp cut-off; inactive = mostly below about 5.4%; also: actives read high; inactives centre near 0; some compounds called inactive have numbers as strong as hits; reference of the scale not given here
OPRM1-OPRD1 inv: inverse agonists of MOR-DOR heterodimerization, primary screen, cell-based, luminescence; 340,000 compounds, 0.21% hits; Mu-type opioid receptor (Homo sapiens) + Delta-type opioid receptor (Homo sapiens), …; AID 504357, 2011; cell-based MOR-DOR heterodimer luminescence, inverse agonism; inhibition, % at 9.3 µM; in the data active = inhibition above about 22%, passing the limit was not always enough;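 also: 0% = cells with DMSO and 100% = wells without cells with DMSO; values of inactives mirror those of a sister screen read the other way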
LANA DNA inh: inhibitors of KSHV C-LANA binding to DNA, primary screen, biochemical, fluorescence polarization, FAM-LBS DNA, MBP-C-LANA, single point. inhibition, % at 9 µM. 340,000 compounds, 0.078% hits;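 active = highest replicate inhibition at or above 60% at 9 µM, even if other replicates fall short; inactive = all replicates below 60% inhibition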;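 also: 0% = neutral control wells and 100% = 4 µM acridine orange control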
DSG3 Ab inh: inhibitors of pemphigus antibody binding to DSG3, primary screen, biochemical, bead-based, flow cytometry, scFv-GFP. binding (percent of control), % at 10 µM. 310,000 compounds, 0.48% hits. AID 588358, 2011. DSG3-coupled beads, scFv-anti-DSG3-GFP binding; active compounds read low;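 active = binding more than 3 SD below its plate's average and above zero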;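 also: hits lower antibody fragment binding to DSG3; some compounds called inactive have numbers as strong as hits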
Target sequence (P32926 whole entry, looked up, the tested form may be a part): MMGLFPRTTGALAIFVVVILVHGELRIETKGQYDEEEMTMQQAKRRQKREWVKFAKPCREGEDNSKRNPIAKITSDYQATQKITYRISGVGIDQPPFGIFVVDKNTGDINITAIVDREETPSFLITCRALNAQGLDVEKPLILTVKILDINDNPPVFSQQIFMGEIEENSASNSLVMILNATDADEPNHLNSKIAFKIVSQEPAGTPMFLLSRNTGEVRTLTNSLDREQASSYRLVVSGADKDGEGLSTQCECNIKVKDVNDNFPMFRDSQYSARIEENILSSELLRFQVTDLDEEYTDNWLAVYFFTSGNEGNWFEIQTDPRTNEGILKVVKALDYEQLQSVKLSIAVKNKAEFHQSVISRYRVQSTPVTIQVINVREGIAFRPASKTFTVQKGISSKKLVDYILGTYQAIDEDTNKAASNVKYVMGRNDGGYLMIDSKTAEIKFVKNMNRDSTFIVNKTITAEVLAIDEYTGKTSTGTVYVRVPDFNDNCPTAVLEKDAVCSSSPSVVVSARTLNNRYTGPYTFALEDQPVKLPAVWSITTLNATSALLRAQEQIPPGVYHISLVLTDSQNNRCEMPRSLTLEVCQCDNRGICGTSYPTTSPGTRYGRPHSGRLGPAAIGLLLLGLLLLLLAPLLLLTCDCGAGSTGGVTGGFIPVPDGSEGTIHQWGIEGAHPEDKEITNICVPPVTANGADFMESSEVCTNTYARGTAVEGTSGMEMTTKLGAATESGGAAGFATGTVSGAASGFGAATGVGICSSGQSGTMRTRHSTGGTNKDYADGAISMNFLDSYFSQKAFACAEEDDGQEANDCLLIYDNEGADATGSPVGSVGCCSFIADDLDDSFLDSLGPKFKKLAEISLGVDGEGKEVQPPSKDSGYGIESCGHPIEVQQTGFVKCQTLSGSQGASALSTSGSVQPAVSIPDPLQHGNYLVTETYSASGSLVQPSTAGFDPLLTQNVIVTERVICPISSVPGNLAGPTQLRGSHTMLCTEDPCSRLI
Wnt bcat act: Wnt/beta-catenin pathway activators, primary screen, cell-based, plate reader, single point. Wnt/beta-catenin reporter cell assay, activator. activation, % at 9.35 µM. 300,000 compounds, 1.2% hits; in the data active = activation above about 30%, passing the limit was not always enough;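 also: 0% = neutral control wells and 100% = positive control wells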
An asterisk follows results filed as active; . = no result given.

SMILES	Arrestin-AP2 inh	RTF Ca sens act	MOR-DOR ag	Cardiac RTF inh	Keap1-Nrf2 PPI	V-ATPase pHluor	OPRM1-OPRD1 inv	LANA DNA inh	DSG3 Ab inh	Wnt bcat act
CCCCC(=O)OCC(=O)C1(O)Cc2c(O)c3c(c(O)c2C(OC2CC(NC(=O)C(F)(F)F)C(O)C(C)O2)C1)C(=O)c1c(OC)cccc1C3=O (centres undefined)	6	9	5.8	-29	0	1	-25	-1.6	89	-3
CCc1ccc(-c2cc(N)n(-c3ccccc3)n2)cc1	34	0	0.0	-3	1	-2	0	-1.5	98	9
Cc1ccnc(NC(=O)c2cccc(S(=O)(=O)N3CCOCC3)c2)c1	-8	-4	-5.0	4	-2	1	24	1.2	101	22
CCOC(=O)C1CCCN(Cc2ccc(O)c(OC)c2)C1 (centres undefined)	4	1	-3.4	-2	-2	1	17	-0.5	.	3
COc1ccc(CNC(=O)COC(=O)c2cccc(S(=O)(=O)N3CCOCC3)c2)cc1	4	-2	-0.5	-2	-9	0	2	-1.0	94	0
CCOc1cccc(-c2c(C(=O)N/N=C(\C)c3cccnc3)nnn2-c2nonc2N)c1	39	-1	0.4	-12	-7	0	-2	-0.5	.	3
COc1cc2c(cc1CNC[C@H]1O[C@@H](n3cnc(C(N)=O)n3)[C@H](O)[C@@H]1O)OCO2	-3	0	-3.5	0	-1	-2	16	-1.3	95	-3
Cc1nn(-c2ccccc2)c(C)c1C(=O)OC/C(O)=C(\C#N)c1nc2ccccc2[nH]1	-4	10	0.4	0	-2	3	-3	1.9	.	-2
COC(=O)c1nc(NC(=O)c2ccc(F)cc2)n[nH]1	6	-3	-1.6	3	-3	-1	7	0.0	.	-3
CCOP(=O)(c1ccc(N(C)C)cc1)C(O)c1ccc(C)cc1 (centres undefined)	16	1	-1.4	-4	0	-77	8	-0.3	97	0
Cc1cc(-c2ccccc2)n2ncc(-c3ccccc3)c2n1	5	-6	4.2	-11	0	5	-22	0.0	.	4
O=C(O)CN1C(=O)/C(=C/c2ccccc2Cl)Oc2ccccc21	-4	-2	-1.6	-2	-4	3	8	1.0	91	1
O=C(Nc1c2c(nn1-c1cccc(Cl)c1)CS(=O)C2)c1ccc2c(c1)OCO2 (centres undefined)	-6	-2	-2.0	4	-2	2	11	0.4	113	-2
COC(=O)C1=C(C)NC(=O)/C1=C\c1cc(C)n(-c2cc(C)cc(C)c2)c1C	-9	-6	-2.8	-7	0	-2	16	-0.4	112	.
C=CCn1c(=S)[nH]c2sccc2c1=O	40	-1	-1.3	-6	-8	2	7	1.6	102	0
COc1ccc(C(=O)NCCc2nnc(SCC(=O)Nc3ccccc3F)n2C)cc1	1	3	-0.7	-13	-7	0	3	1.2	100	3
CS(=O)(=O)c1cnc2c(S(=O)(=O)c3ccccc3)cnn2c1N	-9	1	2.5	-2	-2	1	-13	-1.0	106	-1
Cc1noc(/C=C/c2nn(C)cc2Cl)c1[N+](=O)[O-]	-6	6	0.0	-2	5	-2	0	1.7	96	0
COc1ccc(-c2c(-c3ccc(OCC(=O)NN)cc3O)n[nH]c2C)cc1OC	-5	-2	-2.9	-1	7	0	14	0.1	116	-1
O=C(Nc1cccn(Cc2cccc(F)c2)c1=O)NC1CCCCC1	-12	5	-1.2	-17	2	2	6	1.6	95	-1
COc1cccc(NC(=O)/C=C/c2ccco2)c1	3	4	0.4	4	-6	-1	-2	-2.0	114	68*
CCOC(=O)c1c(NC(=O)/C=C/c2ccco2)sc(C)c1C	-4	10	1.8	-5	0	-9	-10	0.3	99	0
O=C(NCCC(=O)N1CCN(c2ccccc2O)CC1)c1ccc(Cl)cc1	-5	2	0.5	-4	-3	-3	-3	-0.9	101	-1
C/C(=N/NC(=O)c1ccc2c(c1)OCO2)c1ccc(NC(=O)c2ccc(F)cc2)cc1	0	2	-1.2	-12	0	-5	9	1.6	104	25
O=C(COC(=O)C12CC3CC(CC(Br)(C3)C1)C2)NNC(=O)c1ccccc1	1	0	-0.9	-11	-2	6	4	2.1	105	19

8 entries from above, in markdown.
| molecule | Arrestin-AP2 inh | RTF Ca sens act | MOR-DOR ag | Cardiac RTF inh | Keap1-Nrf2 PPI | V-ATPase pHluor | OPRM1-OPRD1 inv | LANA DNA inh | DSG3 Ab inh | Wnt bcat act |
| --- | --- | --- | --- | --- | --- | --- | --- | --- | --- | --- |
| CCCCC(=O)OCC(=O)C1(O)Cc2c(O)c3c(c(O)c2C(OC2CC(NC(=O)C(F)(F)F)C(O)C(C)O2)C1)C(=O)c1c(OC)cccc1C3=O (centres undefined) | 6 | 9 | 5.8 | -29 | 0 | 1 | -25 | -1.6 | 89 | -3 |
| CCc1ccc(-c2cc(N)n(-c3ccccc3)n2)cc1 | 34 | 0 | 0.0 | -3 | 1 | -2 | 0 | -1.5 | 98 | 9 |
| Cc1ccnc(NC(=O)c2cccc(S(=O)(=O)N3CCOCC3)c2)c1 | -8 | -4 | -5.0 | 4 | -2 | 1 | 24 | 1.2 | 101 | 22 |
| CCOC(=O)C1CCCN(Cc2ccc(O)c(OC)c2)C1 (centres undefined) | 4 | 1 | -3.4 | -2 | -2 | 1 | 17 | -0.5 | . | 3 |
| COc1ccc(CNC(=O)COC(=O)c2cccc(S(=O)(=O)N3CCOCC3)c2)cc1 | 4 | -2 | -0.5 | -2 | -9 | 0 | 2 | -1.0 | 94 | 0 |
| CCOc1cccc(-c2c(C(=O)N/N=C(\C)c3cccnc3)nnn2-c2nonc2N)c1 | 39 | -1 | 0.4 | -12 | -7 | 0 | -2 | -0.5 | . | 3 |
| COc1cc2c(cc1CNC[C@H]1O[C@@H](n3cnc(C(N)=O)n3)[C@H](O)[C@@H]1O)OCO2 | -3 | 0 | -3.5 | 0 | -1 | -2 | 16 | -1.3 | 95 | -3 |
| Cc1nn(-c2ccccc2)c(C)c1C(=O)OC/C(O)=C(\C#N)c1nc2ccccc2[nH]1 | -4 | 10 | 0.4 | 0 | -2 | 3 | -3 | 1.9 | . | -2 |

(further entries)
SMILES	Arrestin-AP2 inh	RTF Ca sens act	MOR-DOR ag	Cardiac RTF inh	Keap1-Nrf2 PPI	V-ATPase pHluor	OPRM1-OPRD1 inv	LANA DNA inh	DSG3 Ab inh	Wnt bcat act
COc1ccc(N2CC(NS(=O)(=O)c3ccc(F)cc3)CC2=O)cc1 (centres undefined)	20	4	-2.1	-29	0	7	10	0.5	100	0
CC(=O)Oc1c(Cl)cc(Cl)cc1/C=C/c1ccc2ccccc2n1	24	0	-0.4	-4	-3	-4	2	0.5	102	.
Cc1ccc(C(=O)N/N=C2\CCSC2)cc1[N+](=O)[O-]	-4	3	1.7	-16	-5	-2	-9	0.6	98	-1
N/C(=N\OS(=O)(=O)c1ccc(Cl)cc1)c1cccnc1	0	2	-2.4	-5	-2	-1	13	0.9	108	-3
O=c1c2ccccc2ncn1-c1cccc(Br)c1	-20	0	0.0	0	-2	0	0	-1.5	111	-1
COc1ccccc1-c1cc(C(=O)NN)[nH]n1	10	.	.	.	-6	0	.	1.7	100	8
Fc1ccc(CNC(=S)NC2CCCCCC2)cc1	-1	-10	2.9	0	6	-4	-14	0.1	105	0
COc1ccc(-c2cc(C(=O)N3CCN(C(c4ccccc4)c4ccccc4)CC3)no2)cc1	2	2	2.8	-4	4	-1	-15	-0.9	100	-5
Cc1cccc(Nc2nc(N3CCOCC3)nc(N3CCOCC3)n2)c1	0	-4	2.2	-1	1	-4	-11	-0.1	115	0
Nc1ccc2c(c1)OC1(CCCCC1)O2	-10	-3	-1.0	-13	1	-2	5	-1.4	104	-1
COC(=O)c1oc2ccc(OC)cc2c1N	0	2	1.2	-14	2	2	-6	-1.3	98	.
O=C(NCc1ccccc1)c1ccc(Br)cc1	18	-3	-1.4	-2	-3	-4	7	-0.5	105	0
COc1cc(OC)cc(C(=O)c2c(C)c(C#N)c3ccccn23)c1	-16	-1	-2.1	-4	-1	1	12	2.2	95	-6
CC1CCC(NC(=O)CN2CCC(n3nnc4cc(F)ccc43)CC2)CC1 (centres undefined)	8	12	-1.1	-4	-5	2	6	1.1	108	1
COc1ccccc1C(=O)N/C(=C\c1cn(C)c2ccccc12)C(=O)NCCCn1ccnc1	2	1	-2.7	-4	-8	1	14	0.3	100	0
CC1(C)CC(=O)C2=C(C1)Nc1ccccc1NC2c1cc(Cl)ccc1O (centres undefined)	-18	1	-8.1	1	-5	-1	42*	0.2	114	-1
COc1ccccc1NC(=O)Nc1nnc(C(C)c2ccccc2)s1 (centres undefined)	35	-7	4.1	8	1	-5	-19	2.0	96	-1
COc1ccc(COc2cc(-c3cccc(OC)c3)nc3ccc(NC(=O)c4ccc(Cl)cc4)cc23)cc1	-6	-1	-1.8	0	1	0	10	-2.0	85	-14
CC(=O)c1cccc(S(=O)(=O)NCCC(=O)O)c1	-12	5	-0.6	0	-4	1	3	-0.9	105	-1
COc1ccc(Cl)cc1NC(=S)N(Cc1ccc(C(=O)O)cc1)Cc1ccc(OC)c(OC)c1	10	0	-0.6	-12	8	5	3	-0.3	106	7
CCOC(=O)N1CCC(NC(=O)C2CCCN(S(=O)(=O)c3cccc4nsnc34)C2)CC1 (centres undefined)	17	-2	-1.6	3	-1	-3	9	1.9	98	.
COc1ccc(C(=O)/C=C/Nc2ccc(C)cn2)cc1OC	3	-2	-0.6	-15	3	0	4	0.0	96	.
CC(C)OC(=O)NC(Nc1ccccc1C(=O)O)(C(F)(F)F)C(F)(F)F	-3	0	-0.1	-9	-2	0	0	-0.1	99	1
Cc1cc(-c2onc(C)c2C(=O)O)no1	9	-6	-3.4	-1	2	0	18	1.3	112	-2
COCCn1c(SCC(=O)Nc2c(C)n(C)n(-c3ccccc3)c2=O)nc2ccccc2c1=O	-4	4	-3.8	-13	-1	0	15	-0.2	.	4
Oc1ccc(/C=N/n2c(C3CCCCC3)n[nH]c2=S)c(O)c1	1	-5	1.8	-4	-3	-3	-8	-2.0	108	1
Cc1csc(NC(=O)c2c(O)c3c(n(CC(C)C)c2=O)CCCC3)n1	1	6	-3.1	-12	-7	-7	18	-0.1	103	.
COc1cc(OC)cc(C(=O)NCc2n[nH]c(=S)n2-c2ccccc2)c1	1	-4	2.1	4	-2	4	-12	-1.8	87	-3
COc1ccc([N+](=O)[O-])cc1N(CC(=O)N1CCCC1)S(C)(=O)=O	-1	11	-1.9	-6	1	1	10	-0.4	99	-5
Cc1cccc([C@@H]2[C@@H]3C(=O)N(Cc4ccccc4)C(=O)[C@@H]3[C@]3(CC(C)C)C(=O)N(c4cccc(Br)c4)C(=O)N23)c1	0	3	-2.2	-3	-12	-3	13	-1.9	98	.
